LAP4 TOR yeast: modulators of LAP4-GFP expression in yeast, primary screen, S. cerevisiae, multiplex flow cytometry, MLPCN library; GFP response vs DMSO, % at 10 µM; hit rate 0.34% among 320,000; AID 2023, 2009; 3 h; median GFP as percent of DMSO wells;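 active = GFP response vs DMSO above a set limit, about the screen mean plus 3 SD, cut at about 150% in these data; inconclusive = under 70 cell events counted for the yeast strain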
AGP1 TOR yeast: modulators of AGP1-GFP expression in yeast TOR pathway, primary screen, cell-based, multiplex flow cytometry, S. cerevisiae, MLPCN library | 3 h; GFP as percent of DMSO wells | hit rate 0.02% among 320,000 | GFP response vs DMSO, % at 10 µM;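 active = GFP response relative to DMSO above a set limit, near screen average plus 3 SD, cut at about 150% in these data; inconclusive = fewer than 70 cells counted for the yeast strain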;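 note: median GFP channel fluorescence of the gated AGP1 strain per well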
RPL19A-GFP yeast: RPL19A-GFP expression modulators in yeast, primary screen, cell-based, S. cerevisiae, multiplex flow cytometry, MLPCN; hit rate 0.3% among 330,000; AID 2025, 2009; S. cerevisiae RPL19A-GFP strain, 3 h; stronger effect = lower value; percent response vs DMSO, % at 10 µM;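 active = percent response vs DMSO below 50%; inconclusive = fewer than 70 events counted for the yeast strain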;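 note: median channel GFP fluorescence of the barcoded RPL19A-GFP strain; ratio of sample median GFP to plate DMSO average so 100% = DMSO; lower means less RPL19A-GFP as with rapamycin TOR inhibition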
CIT2-GFP yeast: modulators of CIT2-GFP expression in yeast, primary screen, S. cerevisiae, GFP fusion, multiplex flow cytometry, MLPCN library; AID 2029, 2009; hit rate 0.065% among 320,000; S. cerevisiae CIT2-GFP strain, 3 h; 100 means same as DMSO wells; GFP response vs DMSO, % at 10 µM;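 active = GFP response relative to DMSO above a set limit, near the screen mean plus 3 SD, cut at about 150% in these data; inconclusive = Fewer than 70 cells measured for a yeast strain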;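 note: ratio of well median GFP fluorescence to mean of DMSO wells on the plate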
MEP2-GFP yeast: modulators of MEP2-GFP levels in yeast, primary screen, S. cerevisiae, multiplex flow cytometry, MLPCN library; hit rate 0.51% among 330,000; S. cerevisiae MEP2-GFP strain, 3 h; 100% = DMSO control level; GFP response vs DMSO, % at 10 µM;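 active = GFP response versus DMSO above a set limit, roughly screen mean plus 3 SD, cut at about 180% in these data; inconclusive = fewer than 70 cells counted for a yeast strain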;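 note: median GFP fluorescence of the barcode-gated MEP2-GFP cells per well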
GRK2 aptamer HTS: compounds blocking aptamer binding on GRK2 – biochemical, human GRK2, bead flow cytometry, HTS, primary screen; Beta-adrenergic receptor kinase 1 (Homo sapiens), P25098; FAM-aptamer displacement from GRK2; inhibition of aptamer binding, % at 10 µM; hit rate 0.59% among 330,000; AID 488847, 2010;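 active = inhibition of aptamer binding above 40%, roughly 3 SD of noise, on plates passing a quality check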;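 note: median bead fluorescence of bound FAM aptamer so fluorescent compounds give negative values; no value below 0 was filed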
Target sequence (P25098 whole entry, looked up): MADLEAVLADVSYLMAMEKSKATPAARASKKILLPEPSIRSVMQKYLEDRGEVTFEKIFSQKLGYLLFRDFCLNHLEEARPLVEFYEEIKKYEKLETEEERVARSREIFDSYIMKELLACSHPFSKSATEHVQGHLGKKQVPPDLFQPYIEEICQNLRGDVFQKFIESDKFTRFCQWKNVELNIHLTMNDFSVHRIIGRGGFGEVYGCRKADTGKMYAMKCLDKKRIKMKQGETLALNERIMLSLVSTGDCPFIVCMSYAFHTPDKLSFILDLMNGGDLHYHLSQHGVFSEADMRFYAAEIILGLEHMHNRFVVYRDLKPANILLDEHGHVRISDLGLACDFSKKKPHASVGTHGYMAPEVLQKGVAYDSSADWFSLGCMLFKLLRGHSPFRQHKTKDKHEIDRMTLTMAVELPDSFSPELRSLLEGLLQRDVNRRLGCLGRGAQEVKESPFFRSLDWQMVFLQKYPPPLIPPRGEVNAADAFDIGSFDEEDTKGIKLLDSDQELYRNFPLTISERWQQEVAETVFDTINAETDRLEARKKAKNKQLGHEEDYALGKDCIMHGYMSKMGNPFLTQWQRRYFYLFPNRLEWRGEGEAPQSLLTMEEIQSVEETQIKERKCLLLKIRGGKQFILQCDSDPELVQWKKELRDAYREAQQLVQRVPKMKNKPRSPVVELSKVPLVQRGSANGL
VLA-4 inh: inhibition in human VLA-4 binding assay, primary screen, VLA-4 allosteric modulator project, MLPCN library, flow cytometry, VLA-4 expressing cells | Integrin alpha-4 (Homo sapiens), P13612 | ligand binding flow cytometry | inhibition, % (about 7 µM as worked out from the volumes in the protocol) | hit rate 0.2% among 330,000; in the data active = inhibition above about 50%
JMJD2C inh: inhibitors of GASC-1 histone demethylase, primary screen, biochemical, fluorescence, DELFIA europium | GST-JMJD2C(1-420) H3K9me3 demethylation | inhibition, % at 2.35 µM | hit rate 0.069% among 330,000;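 active = more than half of a compound's replicate wells show inhibition beyond 50%, single wells judged on their own value; inconclusive = some, but no more than half, of replicates pass 50% inhibition; inactive = no replicate passes 50% inhibition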;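 note: signal counts dimethyl H3K9 product captured on neutravidin plate; 0% = median of DMSO wells and 100% = 0.3 times that DMSO median; strong numbers were not always called active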
Target sequence (Q9H3R0 1-420 limits assumed): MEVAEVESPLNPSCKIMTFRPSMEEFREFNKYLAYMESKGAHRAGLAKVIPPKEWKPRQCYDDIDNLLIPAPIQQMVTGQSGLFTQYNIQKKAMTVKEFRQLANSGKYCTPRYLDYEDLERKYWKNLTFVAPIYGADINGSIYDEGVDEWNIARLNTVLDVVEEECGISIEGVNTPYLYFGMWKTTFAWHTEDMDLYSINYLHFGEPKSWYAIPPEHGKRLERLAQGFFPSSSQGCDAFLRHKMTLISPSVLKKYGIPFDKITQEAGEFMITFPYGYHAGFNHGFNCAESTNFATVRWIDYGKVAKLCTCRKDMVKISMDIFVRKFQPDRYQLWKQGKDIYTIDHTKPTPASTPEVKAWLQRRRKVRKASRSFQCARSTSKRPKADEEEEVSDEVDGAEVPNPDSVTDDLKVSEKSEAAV
* hit, by the source's call; i = inactive; ? = inconclusive; . = not tested or not shown; [ ] = remark or other dose.

A first look:
SMILES	LAP4 TOR yeast	AGP1 TOR yeast	RPL19A-GFP yeast	CIT2-GFP yeast	MEP2-GFP yeast	GRK2 aptamer HTS	VLA-4 inh	JMJD2C inh
COc1ccc(-n2c(CN3CCN(c4ccccc4)CC3)nc3ccc([N+](=O)[O-])cc3c2=O)c(OC)c1	98	96	108	101	102	1	9	-1
Cc1ccnc(NC(=O)c2ccoc2C)c1	89	98	99	94	88	9	18	-2

This part in full, previewed entries included:
SMILES	LAP4 TOR yeast	AGP1 TOR yeast	RPL19A-GFP yeast	CIT2-GFP yeast	MEP2-GFP yeast	GRK2 aptamer HTS	VLA-4 inh	JMJD2C inh
COc1ccc(-n2c(CN3CCN(c4ccccc4)CC3)nc3ccc([N+](=O)[O-])cc3c2=O)c(OC)c1	98	96	108	101	102	1	9	-1
Cc1ccnc(NC(=O)c2ccoc2C)c1	89	98	99	94	88	9	18	-2
COCCCC1CCN(Cc2nc(Cc3ccccc3Cl)no2)CC1	90	104	101	110	104	1	22	0
CCCCCC(=O)Nc1cccc(S(=O)(=O)NC2=NCCC2)c1	104	92	97	93	94	4	7	-2
O=C(/C=C/c1ccc(Br)cc1)c1ccc(NC(=O)c2ccco2)cc1	103	93	101	92	103	0	9	9
Cc1ccc(N=c2oc3cc(O)ccc3cc2C(N)=O)cc1	93[may fluoresce violet]	69[may fluoresce violet]	49*[may fluoresce violet]	?	614*[may fluoresce violet]	0	-12	13
Cc1nc(SC(C)C(=O)Nc2cccc(C(F)(F)F)c2)c2c(C)c(C(=O)O)sc2n1 (stereo not drawn)	101	95	99	86	103	7	4	3
O=C(Nc1ccc(CN2CCOCC2)cc1)c1ccc(Br)cc1	81	109	108	112	99	0	-4	1
Clc1ccc(OCc2nc(-c3ccncc3)no2)c(Cl)c1	103	90	97	87	95	0	2	7
Cc1cc(/N=C/N(C)C)on1	99	108	107	107	106	0	7	-6
O=C(CCNC(=O)c1ccco1)NCCc1ccc(Cl)cc1	89	96	112	101	105	1	14	-14
Cc1cc(C)n(-c2nc3ccccc3c(=O)n2OCC#N)n1	95	102	107	99	106	0	-3	-5
CCCOc1ccc(Oc2nc(-c3ccncc3)nc3ccccc23)cc1	96	85	97	86	92	1	0	3
O=C(CCC(=O)N1CCOCC1)NCCc1ccccc1	99	98	96	96	101	0	3	-1
CC1(C)Cc2c(sc3c2c2ncnn2c2nnc(SCC(=O)NCc4ccco4)n32)CO1	99	102	100	101	102	4	-6	-4
C=CCSc1nnc(CC(OC)OC)n1-c1ccccc1	99	105	104	103	102	7	1	-4
CCOC(=O)/C(C#N)=C/c1c(N2CCN(C)CC2)nc2ccccn2c1=O	94	99	102	107	99	0	-2	-4
CNC(=O)N(O)C1N(/N=C/c2ccc(C)cc2)C(=S)SC1(C)C (stereo not drawn)	96	96	108	96	108	0	4	5
Cc1ccsc1/C=N/NC(=O)CNC(=O)c1ccc(S(=O)(=O)N2CCOCC2)cc1	100	111	117	112	107	0	0	-2
CCC(=O)Nc1c(S(=O)(=O)c2ccccc2)c2nc3ccccc3nc2n1C(C)c1ccccc1 (stereo not drawn)	95	100	100	98	102	3	9	26
CC(C)c1ccc(S(=O)(=O)c2n[nH]n3c2nc(=O)c2ccccc23)cc1	101	105	102	104	106	1	5	-2
CCOc1ccc(CNc2ncnc(N)n2)cc1	91	92	92	95	94	4	19	-16
O=c1oc(-c2ccc(Cl)c(Cl)c2)nn1-c1ccc(C(F)(F)F)cn1	104	108	97	100	108	1	-4	3
O=C(COC(=O)CNC(=O)c1ccc(Br)o1)Nc1ccccc1OC(F)F	98	103	100	101	95	0	-11	6
CSc1nc(-c2ccc(Cl)cc2)nc(N)c1C#N	110	107	96	99	92	3	-5	-11
CCCCOC(=O)n1c(SCC(=O)N(C)C)nc2ccccc21	106	92	95	87	99	2	.	-43
COc1ccc(CN(C(=O)c2ccc(C)cc2)c2cccc(N)c2)cc1	95	102	99	92	99	0	-16	4
CCCCCCOC(=O)Sc1nc2ccccc2o1	114	108	126	.	109	0	-3	i
COc1ccccc1N(C)S(=O)(=O)c1ccc(C(=O)Nc2ccncc2)cc1	110	113	105	102	102	0	-6	-9
OC1C=CSc2nc3ccccc3n21 (stereo not drawn)	92	98	98	99	88	0	1	-10
COc1nc(-c2ccccc2)cc(-c2ccc3c(c2)OCO3)c1C#N	120	107	98	95	98	2	-10	5
CC(C)(C)OC(=O)NCCc1nnc(SCC(N)=O)o1	104	97	106	.	94	0	18	-2
CCc1ccc(C2C(C#N)=C(N)N(N(C)C)C3=C2C(=O)CCC3)s1 (stereo not drawn)	98	102	100	100	103	1	14	4
CC1(CCc2ccc3c(c2)OCO3)NCCc2c1[nH]c1ccccc21 (stereo not drawn)	95	96	103	96	102	1	9	3
O=[N+]([O-])c1cccc(-c2nnc(C34CC5CC(CC(C5)C3)C4)o2)c1	101	100	101	103	104	0	8	-7
CN(Cc1ccc(F)cc1)C(=O)C(c1ccccc1)c1ccccc1	89	97	101	97	108	1	4	-16
CC(=O)Cc1nsc(NC(=O)c2c(-c3ccccc3Cl)noc2C)n1	96	96	95	93	98	1	1	1
CSc1ccc(CN(C)C(=O)CSCC(=O)Nc2cc(C)on2)cc1	99[may fluoresce green]	105[may fluoresce green]	101[may fluoresce green]	104[may fluoresce green]	100[may fluoresce green]	0	9	1
CC(C)NS(=O)(=O)c1ccc(OCC(=O)NCCC2=CCCCC2)cc1	115	100	100	102	99	0	5	-29
Cc1sc(NC(=O)C2CCCO2)c(C(N)=O)c1C (stereo not drawn)	95	98	94	89	97	2	3	-3
COC(=O)COc1ccc(S(=O)(=O)NCc2ccc3c(c2)OCO3)cc1C	93	100	105	106	110	1	-2	-5
N=c1oc2c3c4c(cc2cc1C(=O)Nc1ccccc1)CCCN4CCC3	104	.	97	103	103	0	i	2
COc1ccc(N(C)S(=O)(=O)c2cccc(C(=O)Nc3ccc(OC)nc3)c2)cc1	86	87	97	92	98	3	9	8
Cn1c(CSc2ncccn2)nnc1SCC(=O)N1CCCCCC1	102	97	93	97	99	1	14	50
COc1ccc(C(=O)NCc2nnc(SCC(=O)N3CCOCC3)o2)cc1OC	105	103	107	106	107	0	3	3
Cc1cc(S(=O)(=O)N2CCC3(CC2)OCCN3S(=O)(=O)c2cccs2)ccc1F	104	106	105	103	105	2	7	26
CC(=O)Nc1nc2cc3c(cc2s1)OCCO3	101	94	99	104	101	0	13	2
CC(=O)Nc1sc2c(c1C(c1ccncc1)N1CCOCC1)CCCC2 (stereo not drawn)	104	105	98	99	98	1	5	-2
Cc1ccc(CNC(=O)c2ccc(N3CCC4(CC3)CC(c3cccc(Br)c3)=NO4)c(NC(=O)c3ccco3)c2)cc1	90	99	94	98	100	17	3	9
Cc1ccc(N/C=C/C(=O)c2ccccc2)cc1C	93	96	103	98	101	0	12	2
CC1CCCC(NC(=O)CCNC(=O)c2ccccc2Cl)C1C (stereo not drawn)	104	96	91	83	92	0	-2	-6
CCOc1ccc(CNc2ncc(-c3ccccc3)n2C)cc1	100	100	98	96	107	6	-1	10
Cc1cnc(C(=O)OCC(=O)N(CC(C)C)C2CCS(=O)(=O)C2)cn1 (stereo not drawn)	103	103	109	102	102	2	4	-9
CCC(C)NC(=O)C1CCN(S(=O)(=O)CC)CC1 (stereo not drawn)	93	85	110	68	98	1	-122	0
Cc1cccc(NC(=O)CNC(=O)CNC(=O)Cc2ccccc2)c1	71	89	109	91	101	3	0	-21
Cc1ccc(C(=O)c2nc(C(=O)NCCO)nc3ccccc23)cc1	100	98	97	100	99	3	0	1
CCOc1ccc(CCNC(=O)C2CC(=O)N(CCc3ccccc3)C2)cc1OCC (stereo not drawn)	93	98	97	105	102	1	-2	-2
CC1(C)CC(=O)C(C(C2=C(O)CC(C)(C)CC2=O)c2ccco2)C(=O)C1 (stereo not drawn)	97	96	99	99	93	94*	6	-8
COc1cccc(NC(=O)COC(=O)C2CCCCC2)c1	102	96	100	103	101	1	-6	-2
COc1ccc(NC(=O)Cc2ccc(C)c(C)c2)cc1S(=O)(=O)N1CCCCC1	93	99	97	100	104	0	-28	-7

(cont.)
SMILES	LAP4 TOR yeast	AGP1 TOR yeast	RPL19A-GFP yeast	CIT2-GFP yeast	MEP2-GFP yeast	GRK2 aptamer HTS	VLA-4 inh	JMJD2C inh
Cn1cccc1/C=N\NC(=O)Cc1ccc(Br)c2ccccc12	94	100	107	102	101	1	7	2
O=C1/C(=C/c2ccc([N+](=O)[O-])cc2)CCc2ccccc21	84	101	114	109	108	0	8	0
CCOc1ccc(C(=O)NCC(=O)OCc2ccc(F)cc2Cl)cc1	105	94	90	82	98	0	-10	2
CCOc1ccccc1NC(=O)C(c1ccccc1)N1CCN(C(=O)c2ccco2)CC1 (stereo not drawn)	100	99	98	99	102	0	0	.
Cc1ccc(N2C(=O)N(C(C)C)C(C)(C)CC2(C)O)cc1 (stereo not drawn)	97	98	101	96	96	1	6	-1
COc1cc(Br)cc2cc(C(=O)N3CCN(c4ccccn4)CC3)c(=O)oc12	101	90	97	.	97	2	-15	10
Cc1ccc(OC(C)C(=O)Nc2ccc(S(=O)(=O)Nc3nccs3)cc2)cc1 (stereo not drawn)	72	98	107	105	98	5	6	2
CC(C)C[C@@H](C(=O)NC1CC1)N1C(=O)N2CCc3c([nH]c4ccccc34)[C@@]2(C)C1=O	107	106	99	104	112	0	-7	32
C=CCSc1nc2sc(C)c(C)c2c(=O)n1CC=C	96	96	97	97	94	0	-9	3
Cc1ccc(Oc2nc3c(C)cccn3c(=O)c2/C=C(\C#N)C(N)=O)cc1	101	110	94	108	86	0	4	-12
O=C(COc1ccc(S(=O)(=O)N2CCCCC2)cc1Cl)N1CCOCC1	101	100	101	103	102	0	2	-16
O=C(Nc1cc(N2CCOCC2)ncn1)NC1(C(F)(F)F)Oc2ccc(Cl)cc2O1 (stereo not drawn)	101	105	103	119	107	2	-7	32
O=[N+]([O-])c1ccc(N2CCN(Cc3ccccc3)CC2)nc1	107	99	98	97	97	0	1	-10
Nc1nc(N2C(=O)C3CC=CCC3C2=O)nn1-c1ccccc1 (stereo not drawn)	93	95	92	96	93	0	23	3
CC1CC(NC(=O)c2ncn[nH]2)CC(C)(C)C1 (stereo not drawn)	98	103	102	108	99	2	-23	14
CCCCOc1ccc(CSC(=N)N)cc1[N+](=O)[O-]	104	112	106	114	111	0	21	4
Clc1ccc2c(c1)C(c1cccs1)=NNC(c1cccnc1)=N2	109	96	100	92	105	0	-15	-9
Cc1ccc(S(=O)(=O)Nc2cccc(Cl)c2)cc1NC(=O)C1CC1	112	111	116	115	105	0	-21	-4
N#Cc1ccccc1S(=O)(=O)N1CCN(c2cnccn2)CC1	108	98	95	95	99	0	6	37
COc1cccc(N2C(=O)C(c3ccccc3)=C(c3nc4ccccc4s3)C2NC(C)=O)c1 (stereo not drawn)	109	111	103	92	101	0	17	0
Cc1cc2ccccc2nc1SCC(=O)N1CCCC1	119	105	105	100	109	11	.	8

High-throughput results from PubChem.
